Bioassay records (PubChem BioAssay)
hERG protect = hERG (human) protection from proarrhythmic block; Q12809; CHO-hERG, FluxOR thallium flux, dofetilide IC70 present; activation (rescue from dofetilide block), less the hit threshold, % at 10 µM; actives 0.51% (n = 310,000); AID 1511;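 active = activation above the mean of controls blocked by dofetilide plus 5 SD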;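 note: thallium influx through hERG after potassium depolarization seen as dye fluorescence rise; in these data hits start at about 4.7%; inactives centre near -7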
KCNK9 inh = blocks the human KCNK9 two-pore domain potassium channel; AID 488922; Q9NPC2; B-score at 10 µM; actives 1.2% (n = 310,000); HEK293 KCNK9, FluxOR thallium flux fluorescence; hits give low values;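 active = ratio B-score over 3 SD below the library mean, with starting fluorescence within 5 SD of its mean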;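 note: negative B-score means less thallium flux so channel inhibition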
Target sequence (Q9NPC2 whole entry, looked up, the tested form may be a part): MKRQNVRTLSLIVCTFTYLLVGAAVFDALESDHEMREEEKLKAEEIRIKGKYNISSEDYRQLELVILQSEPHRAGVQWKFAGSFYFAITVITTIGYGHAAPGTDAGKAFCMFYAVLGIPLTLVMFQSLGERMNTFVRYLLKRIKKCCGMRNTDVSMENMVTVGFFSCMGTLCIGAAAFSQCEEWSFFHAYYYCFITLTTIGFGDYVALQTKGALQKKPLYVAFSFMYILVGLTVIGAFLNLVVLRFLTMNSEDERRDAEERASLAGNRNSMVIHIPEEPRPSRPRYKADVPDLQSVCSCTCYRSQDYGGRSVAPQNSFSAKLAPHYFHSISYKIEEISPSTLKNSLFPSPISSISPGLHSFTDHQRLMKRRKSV
PolyA inhibitor = yeast polyadenylation inhibition; S. cerevisiae SKY197-pL101 polyadenylation reporter, beta-gal luminescence; efflux-impaired pdr1/pdr3 knockout yeast; score 100 = 6 SD above DMSO; calls only at 12 µM; actives 0.02% (n = 300,000);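 active = lowest replicate activity score at least 50, where 100 means six control SD above control mean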;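 note: yeast exposed to compound for 9 h at 30 °C; higher score means more reporter readthrough which indicates perturbed polyadenylation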
KCNK3 block = human KCNK3 channel inhibition, primary screen. CHO-KCNK3 thallium flux, FluxOR fluorescence; hits give low values. B-score at 10 µM. actives 0.84% (n = 340,000). AID 602410;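 active = B-score under library mean minus 4 SD, starting fluorescence ratio at most library mean plus 5 SD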;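 note: more negative B-score means stronger inhibition of thallium flux through KCNK3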
Target sequence (O14649 whole entry, looked up): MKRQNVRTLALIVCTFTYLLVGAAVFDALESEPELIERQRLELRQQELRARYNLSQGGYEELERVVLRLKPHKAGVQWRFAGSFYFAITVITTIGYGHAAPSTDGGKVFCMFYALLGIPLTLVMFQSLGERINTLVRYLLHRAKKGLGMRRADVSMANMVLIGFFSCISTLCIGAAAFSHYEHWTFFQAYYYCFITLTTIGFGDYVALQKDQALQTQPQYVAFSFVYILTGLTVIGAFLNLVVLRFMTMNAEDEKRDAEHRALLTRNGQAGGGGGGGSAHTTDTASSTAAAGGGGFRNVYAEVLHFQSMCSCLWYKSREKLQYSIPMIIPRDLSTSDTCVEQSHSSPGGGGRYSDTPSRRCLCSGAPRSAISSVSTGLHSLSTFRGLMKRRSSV
KCNQ1 inh = blocks the human KCNQ1 potassium channel. CHO-K1 KCNQ1, FluxOR thallium flux fluorescence; hits give high values. actives 1.3% (n = 310,000). B-score at 10 µM;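 active = compounds whose thallium flux B-score, printed positive for inhibition, exceeds three library SD while starting fluorescence stays within three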;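 note: channel opened by potassium depolarization with thallium stimulus after 20 min compound exposure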
RGS4 block = human RGS4 inhibition; AID 463165; actives 0.45% (n = 310,000); P49798; B-score at 10 µM; HEK293 M3R/RGS4 inducible, Fluo-4 calcium flux; hits give high values; triggered by carbachol at its EC20;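 active = B-score, a plate-corrected calcium signal, over three deviations above library mean, with baseline fluorescence within five deviations of library mean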;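 note: RGS4 expression induced by doxycycline in cells with stable M3 receptor; B-score is computed from the integrated fluorescence ratio over baseline after carbachol; higher B-score means a larger calcium signal and so more RGS4 inhibition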
Target sequence (P49798 whole entry, looked up): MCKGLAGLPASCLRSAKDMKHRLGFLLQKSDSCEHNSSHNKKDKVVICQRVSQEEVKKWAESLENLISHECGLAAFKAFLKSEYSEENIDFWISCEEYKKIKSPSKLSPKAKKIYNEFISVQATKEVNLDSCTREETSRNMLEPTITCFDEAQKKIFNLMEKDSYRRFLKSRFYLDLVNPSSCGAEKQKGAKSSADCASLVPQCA
GSK3B inh = human GSK3beta kinase inhibition | actives 0.038% (n = 300,000) | GST-GSK3beta kinase, ADP-Glo luminescence, 60 min; hits give low values | AID 2097 | activity score (negative = inhibition), % at 10 µM | P49841;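 active = more than half of replicate wells score below -50%, meaning over 50% inhibition versus plate controls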;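 note: 0% = median DMSO wells and -100% = median GW8510 positive control wells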
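Assay system: GST-fused GSK3beta enzyme, cell-free / Medium: Tris pH 7.5 buffer with MgCl2, DTT, BSA, heparin / Also added: peptide substrate plus 25 µM ATP (final) / Compound: 10 µM single point / Timing: kinase reaction with compound 60 min at room temperature / Detection: ADP-Glo luminescence / Benchmarks: DMSO neutral wells and GW8510 at 20 µM as positive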
GSK3 alpha inh = human GSK-3 alpha kinase inhibition; P49840; ADP-Glo luminescence, 60 min; inhibition, % at 10 µM; actives 0.1% (n = 320,000); AID 2650;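 in the data active = inhibition above about 50%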;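 note: GST-tagged GSK-3 alpha with peptide substrate and 25 µM ATP; 0% = DMSO neutral wells and 100% = GW8510 positive control wells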
Dyrk1A ADPGlo = Dyrk1A (rat) kinase inhibition. actives 0.43% (n = 310,000). ADP-Glo luminescence, NFATc1 peptide. AID 504441. inhibition, % at 12.5 µM. Q63470; in the data active = inhibition above about 50%;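 note: plate controls were vehicle with enzyme for no effect and no enzyme for full effect; many of its hits are not listed in these tables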
RGS4 pot = potentiators or activators of RGS4 | HEK293 M3R/inducible RGS4, carbachol calcium flux Fluo4; hits give low values | B-score at 10 µM | actives 0.92% (n = 310,000) | AID 463111;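 active = B-score of the integrated calcium signal more than 4 SD below the library mean, with starting fluorescence not abnormally high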;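 note: negative B-score means reduced calcium response which marks RGS4 activation or potentiation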
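Detection: kinetic calcium fluorescence imaging with Fluo4-AM dye, 2 µM / Material: HEK293 cells with stable M3R and inducible RGS4 / Schedule: recording 10 s baseline at 1 Hz, 100 s post-agonist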
KCNQ1 act = human KCNQ1 channel potentiation or activation; P51787; CHO-K1 KCNQ1, thallium flux FluxOR fluorescence; hits give high values; B-score at 10 µM; actives 0.35% (n = 310,000);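 active = fluorescence ratio B-score, a plate-corrected score, at least three library SD, with initial intensity B-score within 5 SD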
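System: CHO-K1 cells stably expressing KCNQ1 / Medium: assay buffer for compound exposure, DMSO matched across wells / Reagent: thallium- and potassium-containing depolarizing buffer / Compound: one concentration, matched DMSO / Incubation: 20 min compound pretreatment at room temperature / Measured by: kinetic FluxOR fluorescence, 10 s baseline plus 110 s post-stimulus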
* hit, by the source's call; i = inactive; . = no result given. These rows are one share of the data, so the mix of outcomes need not match the whole.

SMILES | hERG protect | KCNK9 inh | PolyA inhibitor | KCNK3 block | KCNQ1 inh | RGS4 block | GSK3B inh | GSK3 alpha inh | Dyrk1A ADPGlo | RGS4 pot | KCNQ1 act
CCOc1ccc(OCC)c(NC(=O)C2CCCN(S(=O)(=O)c3c(C)noc3C)C2)c1 (stereo not drawn) | -5 | i | i | i | i | i | 1 | 1 | -2 | i | i
O=C(O)COc1ccccc1/C=C1\SC(=Nc2ccc(F)cc2)N(c2ccc(F)cc2)C1=O | -3 | i | i | i | i | i | 0 | 1 | -3 | i | i
C=CCn1c(CSCc2ccccc2)nnc1SCC(=O)NCc1ccccc1 | -6 | i | i | i | i | i | -1 | 3 | 7 | i | i
Cc1cc(NC(=O)CC2Oc3ccccc3NC2=O)ccc1Br (stereo not drawn) | -3 | i | i | i | i | i | 2 | -3 | -3 | i | i
COc1ccc(C(=O)N/N=C/c2cc3ccccc3[nH]c2=O)cc1 | -21 | i | i | i | i | i | 0 | -3 | 9 | i | i
N=c1c(S(=O)(=O)c2ccccc2)cc2c(=O)n3ccccc3nc2n1Cc1ccco1 | -3 | i | i | i | i | i | -3 | 5 | -5 | i | i
CC(C)c1nnc(SCC(=O)NCc2ccco2)n1C | -6 | i | i | i | i | i | -2 | -1 | 6 | i | i
C=CCNC(=S)N/N=C/c1cn(C)c2ccccc12 | -9 | i | i | i | i | i | -2 | -1 | . | i | i
Cc1cccnc1NC(=O)Cn1nc(-c2ccccc2)oc1=S | -10 | i | i | i | i | i | 1 | -1 | 11 | i | i
CCOC(=O)C1C(CC)NC(=S)NC1(C)O (stereo not drawn) | -1 | i | i | i | i | i | 1 | -7 | 1 | i | i
C/C(CC(=O)NCc1ccco1)=N\NC(=O)COc1ccc(C)cc1 | -6 | i | i | i | i | i | -3 | 1 | 0 | i | i
CN(C)CCC(=O)C(Cc1ccccc1)c1ccccc1 (stereo not drawn) | -9 | i | i | i | i | i | 3 | -4 | 7 | i | i
O=C(C(c1ccccc1)c1ccccc1)N1CCN(Cc2ccccn2)CC1 | -2 | i | i | i | i | i | 2 | 0 | -1 | i | i
CCCCN(C(=O)CNC(=O)c1cccs1)C(C(=O)NC1CCCCC1)c1cccnc1 (stereo not drawn) | -7 | i | i | i | i | i | 6 | -1 | -3 | i | i
Cc1occc1C(=O)Nc1cccc(/C=C/C(=O)O)c1 | -4 | i | i | i | i | i | -1 | 11 | 5 | i | i
CC(=O)NC12CC3CC(C1)CC(C(=O)OCC(=O)c1ccc4c(c1)OCCO4)(C3)C2 | -11 | i | i | i | i | i | 4 | -1 | -1 | i | i
COc1ccccc1N1CCN(c2cc(=O)n(Cc3ccc(F)cc3)c(=O)[nH]2)CC1 | -15 | i | i | i | i | i | 1 | -2 | 2 | i | i
Cc1ccc(CNC(=O)C(CCC(N)=O)NC(=O)OCc2ccccc2)cc1 (stereo not drawn) | -3 | i | i | i | i | i | 2 | -1 | 7 | i | i
O=C(NCCOC(=O)c1ccc(S(=O)(=O)N2CCOCC2)cc1)c1cccnc1 | -6 | i | i | i | i | i | -3 | -2 | 12 | i | i
COc1ccc(/C=C/c2nc(C#N)c(NCCN(C)C)o2)cc1OC | -5 | i | i | i | i | i | . | -1 | 2 | i | i
O=C(Nc1ccccc1[N+](=O)[O-])C1C(c2ccccc2)=C1c1ccccc1 | -9 | -8.2* | i | i | i | i | 1 | 0 | -7 | i | i
Cc1[nH]n(-c2ccccc2)c(=O)c1/C=N/N1C(=O)c2cccc3cccc(c23)C1=O | -7 | i | i | i | i | i | -2 | 1 | 3 | i | i
CCOC(=O)Cc1csc(NC(=O)CCS(=O)(=O)Cc2ccccc2)n1 | -2 | i | i | i | i | i | -1 | -2 | -5 | i | i
CNC(=O)c1sc(-c2cccnc2)nc1C | -12 | i | i | i | i | i | 1 | 1 | 10 | i | i
CCOc1ccc(NC(=O)C2CCCN(S(=O)(=O)c3ccc4[nH]c(=O)ccc4c3)C2)cc1 (stereo not drawn) | -8 | i | i | i | i | i | 0 | 0 | -5 | i | i
CCCCN(C)S(=O)(=O)c1ccc(C(=O)N=c2sc3cc(NC(C)=O)ccc3n2C)cc1 | -4 | i | i | i | i | i | 2 | 0 | 2 | i | i
CCOc1ccc(C(CC(=O)O)NC(=O)COc2ccccc2OC)cc1OC (stereo not drawn) | -1 | i | i | i | i | i | 1 | -2 | -3 | i | i
NC(CC(=O)NC(c1ccccc1)(c1ccccc1)c1ccccc1)C(=O)O (stereo not drawn) | -13 | i | i | i | i | i | 2 | 1 | -8 | i | i
Cc1cc(-c2nn(-c3ccccc3)cc2/C=C2\SC(N)=NC2=O)ccc1OC(C)C | -3 | i | i | i | i | i | -1 | 0 | 1 | i | i
COc1ccccc1-c1nnc(SCC(=O)Nc2ccc(S(N)(=O)=O)cc2)n1C | -5 | i | i | i | i | i | 5 | -4 | -3 | i | i
CCN(CC)P(=O)(Nc1ccc([N+](=O)[O-])cc1)c1c(C)nn(CCC#N)c1NC(=O)c1ccc(Cl)cc1Cl (stereo not drawn) | -18 | i | i | i | i | i | 2 | -2 | -6 | i | i
NC(=S)N/N=C/c1c(O)c(Br)cc2oc3c(c12)CCCC3 | -4 | i | i | i | i | i | 3 | 2 | 4 | i | i
O=C(Nc1nc(-c2ccccc2)cs1)Nc1ccc(F)cc1F | -13 | i | i | i | i | i | -5 | 0 | -7 | i | i
COc1ccc(C2NC(=O)NC(O)(C(F)(F)F)C2C(=O)c2ccc(C)cc2)cc1 (stereo not drawn) | -6 | i | i | i | i | i | 0 | 0 | 4 | -7.6* | i
CC(=O)c1ccc(N2CCN(S(=O)(=O)c3cccc4nsnc34)CC2)cc1 | -5 | i | i | i | i | i | -1 | 0 | -5 | i | i
O=C(COC(=O)CCC(=O)c1ccc(F)cc1)Nc1ccc(N2CCOCC2)cc1 | -9 | i | i | i | i | i | -2 | -4 | -7 | i | i
NC(=O)Cn1c(O)c(N=NC(=O)CNC(=O)/C=C/c2ccccc2)c2ccccc21 | -7 | i | . | i | i | i | -1 | -1 | 6 | i | i
O=C(CN1CCCC1)N1c2ccccc2Sc2ccc(Cl)cc21 | -6 | i | i | i | i | i | 2 | -3 | 2 | i | i
Cn1nccc1NC(=O)CC1(CC(=O)O)CCCCC1 | -13 | i | i | i | i | i | 2 | 0 | . | i | i
CC1(C)CC(NCCN2CCN(C3=CC(=C(C#N)C#N)CC(C)(C)C3)CC2)=CC(=C(C#N)C#N)C1 | -15 | i | i | i | i | i | -2 | -6 | -10 | i | i
O=C(NCC1OCCCN1S(=O)(=O)c1cc(F)ccc1F)C(=O)NC1CCCCCC1 (stereo not drawn) | -11 | i | i | i | i | i | 2 | . | -1 | i | i
COC(=O)CNC(c1ccccc1)c1cc(Br)ccc1NC(=O)CNC(=O)OCc1ccccc1 (stereo not drawn) | -6 | -15* | i | i | i | i | -2 | 1 | -9 | i | i
O=C(Nc1ccc(Br)cc1)c1ccc(N2C(=O)C3CCCCC3C2=O)cc1 (stereo not drawn) | -7 | i | i | i | i | i | 2 | -1 | 4 | i | i
CCC(CC)c1nnc(NC(=O)c2c(-c3ccccc3)noc2C)s1 | 0 | i | i | i | i | i | 2 | 1 | 17 | i | i
COc1ccc(CN(C(=O)c2ccco2)c2ccc(C)c(C)c2)cc1 | -8 | -7.1* | i | -11* | i | i | -16 | -1 | -2 | i | i
COc1cccc(-n2c(COc3ccc(C)cc3)nnc2SCC(N)=O)c1 | -3 | i | i | i | i | i | -2 | -1 | -2 | i | i
CCn1c(CNC(=O)c2ccco2)nnc1SCCOc1ccccc1 | -3 | i | i | i | i | i | . | -1 | -3 | i | i
Cc1ccc(NC(=O)N/C=C/c2ccco2)c(C)c1 | -12 | i | i | i | i | i | 2 | -1 | -1 | i | i
Cc1ccc(S(=O)(=O)Nc2ccccc2-c2ccccc2NS(=O)(=O)c2ccc(C)cc2)cc1 | -10 | i | i | i | 7* | i | 3 | -3 | -1 | i | i
CN(C)c1nc(N2CCN(c3ccccc3)CC2)c(C#N)c(=O)o1 | -18 | i | i | i | i | i | -3 | 1 | 0 | i | i
Cc1cccc(Cn2c(=O)n(-c3ccc(CC(=O)NCc4ccco4)cc3)c(=O)c3sccc32)c1 | -10 | i | i | i | i | i | 1 | -1 | 3 | i | i
Cc1cc(NS(=O)(=O)c2ccc(NC(=O)Nc3cccc(C(F)(F)F)c3)cc2)no1 | -12 | i | i | i | 6* | i | -4 | -8 | 25 | i | i
FC(F)Oc1ccc(NC(=S)NC23CC4CC(CC(C4)C2)C3)cc1 | -2 | i | i | i | i | i | 2 | -1 | -6 | i | i
CN1C(=O)CS(=O)c2ccc(C(=O)NC3CC3)cc21 (stereo not drawn) | -3 | i | i | i | i | i | -2 | 0 | -4 | i | i
CN(C(=O)COC(=O)c1cc(-c2ccccc2Cl)nc2ccccc12)C1CCS(=O)(=O)C1 (stereo not drawn) | -8 | i | i | i | i | i | 2 | 0 | 5 | i | i
O=C(CNC(=O)c1ccccc1F)Nc1ccncc1 | -10 | i | i | i | i | i | -1 | 0 | 6 | i | i
COc1ccc(N2C(=O)C3CCCN3C2c2cccc(OC)c2OC)cc1 (stereo not drawn) | -9 | i | i | i | i | i | 1 | . | -9 | i | i
CC(=O)Nc1ccc(N(C(=O)CNC(=O)c2cccs2)C(C(=O)NC(C)(C)C)c2ccccc2)cc1 (stereo not drawn) | -5 | i | i | i | i | i | 1 | -1 | -4 | i | i
